GLS inhibitor: glutaminase GLS (human) inhibition; hit rate 0.21% among 410,000; GLS enzymatic activity, qHTS titration; Potency, µM (doses to about 45.5 µM), without a hit: at the top dose activity change, negative = inhibition, actives largely listed as inhibitors; further: potency means the concentration at half of the fitted maximal effect; on the % scale 0 is the no-effect control and ±100 the full control effect
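Human kidney-isoform GLS in 45 mM KH2PO4 pH 8.2, 0.02% Tween-20, with compound, started with 1mM L-Glutamine (added stock). Glutamate oxidase/HRP/Amplex red coupled fluorescence read at start and after 30 min at RT.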
HP1b binding inh: HP1-beta chromodomain-methylated histone interaction inhibition | AlphaScreen HP1-beta / biotin-H3K9me3 peptide binding | Potency, µM (titrated, usually from 114 µM), inactives show at the top dose activity change, negative = inhibition, most hits filed as inhibitors | hit rate 0.56% among 390,000; further: potency means the concentration at half of the fitted maximal effect; nearly all actives have a fitted effect of over 70% in size; inactives centre near 23
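HP1-beta protein (50 nM final) preincubated 30 min at room temperature with biotinylated H3(1-18)K9me3 peptide (50 nM) in PBS pH 7.4, 0.01% Tween-20, then compound added for 30 min. AlphaScreen streptavidin donor/nickel chelate acceptor beads (10 ug/mL final), 30 min dark, luminescence read.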
G9a inh: inhibitors of human histone lysine methyltransferase G9a. Q96KQ7. G9a H3K9 monomethylation, AlphaScreen, 2 h. Potency, µM (doses to about 102 µM), for inactives: at the top dose activity, negative = inhibition, most hits filed as inhibitors. hit rate 8.8% among 350,000. AID 504332; further: potency means the concentration at half of the fitted maximal effect; on the % scale 0 is the no-effect control and ±100 the full control effect; nearly all actives have a fitted effect of over 75% in size
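Quantitative HTS format: methyltransferase activity on a biotin-tagged H3K9 peptide is measured by AlphaScreen, using a rabbit anti-monomethyl-H3K9 antibody with streptavidin donor and anti-IgG acceptor beads. Final levels are 20 nM enzyme, 500 nM peptide, 20 uM SAM; 2 h RT.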
RGS4 inh: inhibitors of human regulator of G protein signaling 4. P49798. Transcreener GDP fluorescence polarization, RGS4-accelerated GTP hydrolysis. Potency, µM (doses to about 114 µM), for inactives: at the top dose activity change, negative = inhibition, hits mostly inhibitors. hit rate 0.039% among 390,000. AID 504845; further: potency means the concentration at half of the fitted maximal effect; on the % scale 0 is the no-effect control and ±100 the full control effect; nearly all actives have a fitted effect of over 75% in size; some results filed as inactive show a strong effect at the top dose
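MLSMR compounds (23 nl, pin-transferred) preincubated 10 min at room temperature with a 500nM (2x) first reagent, then RGS4 at 900nM (2x) plus Transcreener GDP mix added; fluorescence polarization (620/688 nm) read before and after 90 min at 30 °C.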
12-LOX inh: ALOX12 (human) lipoxygenase inhibition | P18054 | hit rate 1.1% among 580,000 | purified 12hLO, xylenol orange hydroperoxide absorbance | Potency, µM (doses to about 108 µM), for the others: at the highest dose activity change, negative = inhibition, hits mostly inhibitors; further: potency means the concentration at half of the fitted maximal effect; on the % scale 0 is the no-effect control and ±100 the full control effect
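Purified human 12hLO at 150 nM in 25 mM Hepes, 0.01% Triton X-100, pH 7.0, preincubated 15 min at room temperature with compound. Reaction started with 40 uM arachidonic acid, 30 min at room temperature. Hydroperoxide measured by Fe-xylenol orange, 573/405 nm absorbance ratio.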
JMJD2A Tudor: blocks the human JMJD2A Tudor domain; Potency, µM (doses to about 114 µM), for inactives: at the highest dose activity change, negative = inhibition, actives largely listed as inhibitors; AID 504339; AlphaScreen JMJD2A-Tudor / H3K4me3 peptide binding; hit rate 4.4% among 390,000; O75164; further: potency means the concentration at half of the fitted maximal effect; on the % scale 0 is the no-effect control and ±100 the full control effect; nearly all actives have a fitted effect of over 50% in size
PI4K2A inh: inhibitors of human PI4K2A; Q9BTU6; purified PI4K2A, ADP-Glo luminescence, 1 h; active compounds read low; activity change, negative = inhibition, % at 76.9 µM; hit rate 0.13% among 420,000; AID 1346378; in the data active means activity change below about -50%; inconclusive means mostly about -30% to -49%;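 further: -100% = wells without enzyme as full effect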
Target sequence (Q9BTU6 whole entry, looked up): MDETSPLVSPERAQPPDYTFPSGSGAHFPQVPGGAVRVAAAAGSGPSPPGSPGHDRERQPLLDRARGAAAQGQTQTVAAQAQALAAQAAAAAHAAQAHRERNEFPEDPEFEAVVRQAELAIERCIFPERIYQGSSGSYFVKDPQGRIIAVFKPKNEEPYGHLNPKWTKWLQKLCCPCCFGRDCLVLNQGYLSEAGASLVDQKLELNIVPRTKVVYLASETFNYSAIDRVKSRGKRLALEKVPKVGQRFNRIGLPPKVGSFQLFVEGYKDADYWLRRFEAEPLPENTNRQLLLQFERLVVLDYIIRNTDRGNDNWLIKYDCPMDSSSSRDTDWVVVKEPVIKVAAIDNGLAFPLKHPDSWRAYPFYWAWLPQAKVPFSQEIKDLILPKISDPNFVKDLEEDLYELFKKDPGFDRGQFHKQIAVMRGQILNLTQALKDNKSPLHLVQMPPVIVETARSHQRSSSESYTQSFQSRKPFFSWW
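In this quantitative HTS, ADP production by PI4K2A was quantified luminescently after 1 h at ambient temperature; 100 microM adenosine served as plate-quality control.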
BAZ2B block: BAZ2B (human) inhibition; hit rate 4.4% among 360,000; Potency, µM (titrated, usually from 114 µM), without a hit: top-dose activity change, negative = inhibition, actives largely listed as inhibitors; AID 504333; AlphaScreen BAZ2B-H3K14Ac peptide displacement; Q9UIF8; further: potency means the concentration at half of the fitted maximal effect; on the % scale 0 is the no-effect control and ±100 the full control effect; nearly all actives have a fitted effect of over 60% in size
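BAZ2B 50 nM plus b-H3(5-23)K14Ac 50 nM, PBS pH 7.4/0.01% Tween-20, 30 min RT; compound added (max 110 uM), 30 min RT; streptavidin donor/Ni-chelate acceptor beads 10 ug/mL final, 20 min dark; AlphaScreen read.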
ERG-DNA inh: blocks human ERG Ets domain binding to DNA; P11308; fluorescence polarization, His-ERG Ets domain / labelled DNA; Potency, µM (series often up to 76.9 µM), for the others: at the top dose FP activity, negative = inhibition, hits mostly inhibitors; hit rate 0.028% among 370,000; AID 624246; active means well fitted inhibition curve with a large enough effect in the polarisation, with a control signal flat; inconclusive means small, poorly fitted or top-dose-only effect, or effect the other way, or a change in a side signal; inactive means no such curve, though single readings can be large or run the other way; the % refers to the polarisation;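 further: polarization taken with two DNA probes labelled with fluorescein and Texas red; potency means the concentration at half of the fitted maximal effect; % of control where 0% means no effect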
Target sequence (P11308 whole entry, looked up, the tested form may be a part): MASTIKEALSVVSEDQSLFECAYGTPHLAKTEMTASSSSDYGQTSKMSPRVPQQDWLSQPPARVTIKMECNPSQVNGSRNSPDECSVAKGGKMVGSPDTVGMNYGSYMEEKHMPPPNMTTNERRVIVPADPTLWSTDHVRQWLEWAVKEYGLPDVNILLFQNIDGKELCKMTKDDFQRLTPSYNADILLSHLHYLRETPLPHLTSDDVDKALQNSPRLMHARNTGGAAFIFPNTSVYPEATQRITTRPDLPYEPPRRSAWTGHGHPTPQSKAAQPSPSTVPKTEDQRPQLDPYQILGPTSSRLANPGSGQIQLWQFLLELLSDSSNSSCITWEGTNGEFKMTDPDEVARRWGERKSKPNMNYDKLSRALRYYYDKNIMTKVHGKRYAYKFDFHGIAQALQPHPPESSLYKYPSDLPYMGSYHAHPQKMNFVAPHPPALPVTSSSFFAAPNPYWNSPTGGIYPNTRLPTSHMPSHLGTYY
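His-tagged ERG Ets domain (1 uM in the protein solution; 300mM KCl, 50mM Tris-HCl, 1mM EDTA, 1mM DTT, pH 7.5) received compound, then a probe mix of 5 nM fluorescein-DNA and 100nM Texas-615-DNA. Fluorescence polarization was read for both dyes.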
An asterisk follows results filed as active; u = inconclusive; x = no result given; [ ] = remark or other dose. Unless noted, the call rests on the fitted dose curve; in most records, active means well fitted curve in the direction sought with a large enough effect; inconclusive means small, poorly fitted or top-dose-only effect, or another doubt; inactive means no such curve, though single readings can be large; an effect the other way counts as inactive or inconclusive.

HP1b binding inh	ERG-DNA inh	BAZ2B block	GLS inhibitor	JMJD2A Tudor	G9a inh	12-LOX inh	RGS4 inh	PI4K2A inh	canonical_smiles
12%	4%	-33%	-6%	-35%	u	u	-3%	1	COc1ccc(-c2n[nH]c(C)c2-c2cc(OC)ccc2O)cc1
24%	7%	-1%	-8%	-7%	0%	0%	-12%	0	O=C(CSc1n[nH]c(=O)n1-c1ccc2c(c1)OCCO2)Nc1ccccc1
13%	-11%	1%	1%	-4%	-48%	-21%	1%	4	CC(C)(C)c1cnnn1-c1ccc(NC(=O)c2ccc3c(c2)OCO3)cc1
44%[activator]	0%	79µM*	1%	50µM*	u	x	-14%	-9	C#CCOCCOCCOCCNc1nc(N2CCN(C(=O)[C@H](CCCCN)n3cc(C(N)[C@H](C)CC)nn3)CC2)nc(N2CCN(C(=O)[C@H](CCC(=O)O)n3cc(C(N)[C@H](C)CC)nn3)CC2)n1 (stereo partly specified)
11%	4%	3%	3%	14%	13%	0%	8%	-4	CCN(CC)C(=O)N1CCC(NC(=O)c2ccccc2)CC1
35%	4%	0%	-2%	3%	-1%	-29%	-17%	3	COc1cccc(C(=O)Nc2c(F)cccc2F)c1
-7%	6%	-37%	-1%	-34%	u	-20%	-18%	2	COc1ccc(NC(=O)c2c(NC(=O)C(F)(F)F)sc3c2CCCCC3)cc1
38%[activator]	-1%	-4%	-1%	-9%	-50%	13%	9%	-2	Cc1ccc(C)c(C(=O)COC(=O)C(C)N2C(=O)C3C4CCC(C4)C3C2=O)c1 (stereo unspecified)
8%	8%	x	1%	-12%	x	-23%	-15%	-2	O=Cc1ccc(C(=O)OCC(=O)NCc2ccco2)cc1
23%	-4%	2%	0%	4%	12%[59 µM]	9%	-11%	5	COc1ccccc1NC(=O)Nc1ccccc1N1CCOCC1
34%	5%	-22%	-11%	5%	-9%	-6%	5%	1	O=C(Nc1nccs1)C1CC(=O)N(c2ccc(Cl)cc2)C1 (stereo unspecified)
23%	1%	-1%	-8%	-1%	u	-3%	-20%	-2	Cc1ccsc1C(=O)OCC(=O)NCCNC(=O)COC(=O)c1sccc1C
34%	-7%	2%	-2%	-3%	21%[12.7 µM]	-2%	-16%	0	CCOC(=O)C1=C(COC(=O)[C@H](C)NS(=O)(=O)c2ccc(NC(C)=O)cc2)NC(=O)NC1C (stereo partly specified)
21%	11%	9%	35%[activator]	-22%	8%[12.7 µM]	-7%	-29%	1	COC(=O)C(NC(C)=O)(Nc1nc2c(C)cc(C)cc2s1)C(F)(F)F (stereo unspecified)
2%	-13%	-4%	2%	u	7%	0%	-116%[56.9 µM]	6	O=C1CCCCN1CC(=O)N1CCCC(Nc2ccc(F)c(F)c2)C1 (stereo unspecified)

Gathered by group, those above with a halogen
HP1b binding inh	ERG-DNA inh	BAZ2B block	GLS inhibitor	JMJD2A Tudor	G9a inh	12-LOX inh	RGS4 inh	PI4K2A inh	canonical_smiles
35%	4%	0%	-2%	3%	-1%	-29%	-17%	3	COc1cccc(C(=O)Nc2c(F)cccc2F)c1
-7%	6%	-37%	-1%	-34%	u	-20%	-18%	2	COc1ccc(NC(=O)c2c(NC(=O)C(F)(F)F)sc3c2CCCCC3)cc1
34%	5%	-22%	-11%	5%	-9%	-6%	5%	1	O=C(Nc1nccs1)C1CC(=O)N(c2ccc(Cl)cc2)C1 (stereo unspecified)
21%	11%	9%	35%[activator]	-22%	8%[12.7 µM]	-7%	-29%	1	COC(=O)C(NC(C)=O)(Nc1nc2c(C)cc(C)cc2s1)C(F)(F)F (stereo unspecified)
2%	-13%	-4%	2%	u	7%	0%	-116%[56.9 µM]	6	O=C1CCCCN1CC(=O)N1CCCC(Nc2ccc(F)c(F)c2)C1 (stereo unspecified)

Later entries
HP1b binding inh	ERG-DNA inh	BAZ2B block	GLS inhibitor	JMJD2A Tudor	G9a inh	12-LOX inh	RGS4 inh	PI4K2A inh	canonical_smiles
28%	-11%	11%	-7%	0%	19%[59 µM]	u	4%	-1	O=C1OCCC1N1C(=O)c2ccccc2S1(=O)=O (stereo unspecified)
42%[activator]	-8%	3%	3%	1%	-6%	-19%	0%	-4	CCn1c(SCC(=O)N2CCCC2)nnc1-c1ccco1
-2%	-5%	-23%	2%	-13%	-7%	-1%	1%	-4	COc1cccc(CNC(=O)c2ccc(N3CCOCC3)c([N+](=O)[O-])c2)c1
53%	-11%	5%	25%	0%	u	0%	-27%	4	COc1ccc2[nH]c(O)c(NC(C)=O)c2c1
28%	-7%	-2%	2%	-22%	x	-20%	18%	5	[N-]=[N+]=N[C@@H](CCN1CC[C@H](NC(=O)OCc2ccccc2)CCC1=O)c1ccccc1
20%	1%	3%	-31%	-22%	-51%[59 µM]	u	-2%	-6	Cc1ccc(S(=O)(=O)NCC(=O)OCC(=O)c2ccc(Br)s2)cc1
19%	2%	-21%	33%	-8%	3%	0%	-9%	4	Cc1ccc(N2C(=O)[C@@H]3C(C(=O)CN4C(=O)c5ccccc5C4=O)=NN[C@@H]3C2=O)c(C)c1
41%[activator]	-2%	5%	-3%	-13%	-7%[59 µM]	-7%	1%	2	Brc1ccc(Nc2c3c(nc4nncn24)CCC3)cc1
24%	u	-15%	-8%	-3%	17%	1%	22%	2	CC(=O)N1CCN(c2ccccc2NC(=O)c2cccs2)CC1
31%	0%	4%	-11%	-8%	-22%	-31%	-9%	3	CCOc1cc(C(=O)OCC(=O)Nc2cc(C)on2)cc(OCC)c1OCC
22%	-4%	-3%	4%	-17%	1%[59 µM]	21%	-6%	1	CNC(=S)NNC(=O)CCn1nc(C)c(Br)c1C
42%[activator]	-11%	-23%	2%	-1%	x	0%	19%	4	COc1cccc(CNc2ccc(C(=O)O)cc2)c1OCc1ccccc1
42%	14%	6%	-5%	-11%	7%[59 µM]	465%[activator]	-5%	-2	Cc1cc(C)n2c(SCC#N)nnc2n1
-4%	-1%	5%	2%	-17%	u	-15%	-16%	2	CCN(CC)CCN1C(=O)C2C(C(=O)Nc3ccc(C(C)C)cc3)C3C=CC2(O3)C1C(=O)NC1CCCCC1 (stereo unspecified)
20%	0%	12%	-3%	-4%	-21%	-4%	0%	-2	COc1ccc(C)cc1S(=O)(=O)N1CCC(C(=O)N2CCN(C)CC2)CC1

HP1b binding inh	ERG-DNA inh	BAZ2B block	GLS inhibitor	JMJD2A Tudor	G9a inh	12-LOX inh	RGS4 inh	PI4K2A inh	canonical_smiles
22%	1%	-22%	2%	-24%	0%	0%	4%	-4	COc1c(Br)cc([N+](=O)[O-])c(OC)c1C(=O)NC(=O)Nc1cc(Cl)cc(Cl)c1
29%	12%	0%	-2%	40µM*	x	-14%	-24%	-1	Cc1ccc(CCNC(=O)c2coc3nc4ccccc4nc23)cc1
12%	x	-29%	-9%	-32%	7%[12.7 µM]	u	-23%	-2	Cc1cccc(CNc2ncnc3ccc(-c4ccoc4)cc23)c1
11%	-1%	-22%	7%	-19%	7%[59 µM]	0%	15%	0	COc1ccc(-n2c(SCC(=O)N3CCOCC3)nc(O)c(Cc3ccccc3)c2=O)cc1
-6%	-9%	-21%	-25%	-28%	54%[activator]	16%	18%	-2	Cc1ccc(O)c(C(=O)CC(=O)c2ccccc2Cl)c1
31%	-3%	x	-22%	-24%	x	14%	-16%	-1	COC(=O)C(C)(C)c1cccnc1C#N
11%	-2%	0%	4%	-17%	-1%[59 µM]	9%	24%	-2	CCOc1ccccc1NC(=O)c1c(C)cc(C)nc1SCC(=O)c1cccc(OC)c1
17%	11%	2%	-11%	3%	2%[59 µM]	390%[activator]	15%	4	COC(=O)c1ccc(/C=C/C(=O)OCC(=O)Nc2ncc(Cl)cc2Cl)cc1
38%	-7%	-12%	-6%	-14%	-37%	0%	-2%	-1	CN(Cc1ccccc1)C(=S)Nc1ccc2nc3n(c(=O)c2c1)CCCCC3
12%	-5%	-8%	8%	u	x	-29%	u	-3	COc1ccc(OC)c(C(=O)NC(CC(N)=O)c2ccc(NCCN3CCCC3)c([N+](=O)[O-])c2)c1 (stereo unspecified)
49%[activator]	6%	-1%	-6%	0%	13%	62%[activator]	-1%	3	Nc1cccnc1S(=O)(=O)c1ccccc1
13%	4%	-21%	2%	-22%	-4%	-18%	-30%	-3	COc1cccc(NC(=O)CN(C)S(=O)(=O)c2ccc3[nH]c(=O)oc3c2)c1
42%[activator]	-1%	0%	-1%	-11%	-24%[59 µM]	-2%	-1%	-5	Cc1ccccc1-c1nc(CS(=O)(=O)CC(=O)NCCCc2ccccc2)c(C)o1
34%[activator]	12%	u	6%	22µM*	35µM*	-14%	-37%	-2	COc1ccc(-n2c(=S)[nH]c3cc(C(=O)NCCCN4CCOCC4)ccc3c2=O)cc1OC
18%	4%	x	-9%	-7%	x	343%[activator]	-31%	-2	COc1ccc(NS(=O)(=O)c2cc(OC)ccc2OC)cc1

An excerpt (hit frequency here may not be typical).
